# AT treatment – potential ataxia-telangiectasia treatments restoring KAP-1 phosphorylation; Potency, µM (top dose mostly 57.5 µM), inactives show at the top dose activation, usual class: activators; actives 0.19% (n = 320,000); […] A-T fibroblasts, KAP-1 phosphorylation AlphaLISA; neocarzinostatin DNA damage 30 min before lysis; further: potency means the concentration at half of the fitted maximal effect; % of control where 0% means no effect; nearly all actives have a fitted effect of over 45% in size
#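 ATM-like activity read as KAP-1 phosphorylation via AlphaLISA donor/acceptor antibody pairs after lysis and 6 hr at 25C. Cells were ATM-null patient fibroblasts ([…], hTERT), dosed 60 min, then exposed to the DSB inducer NCS for 30 min.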
# PTAP TSG101 blk – blocks PTAP/TSG101 interaction to inhibit HIV-1 budding | Q99816 | Fluorescence polarization, FITC-PTAP peptide / Tsg101 binding | Potency, µM (highest dose often 115 µM), without a hit: at the top dose activity change, negative = inhibition, usual class: inhibitors | 340,000 tested, under 10 active; active means well fitted inhibition curve with a large enough effect in the main read-out, with a control signal flat, not every such curve was filed as active; inconclusive means small, poorly fitted or top-dose-only effect, or effect the other way, or a change in a side signal; inactive means no such curve, though single readings can be large or run the other way; further: potency means the concentration at half of the fitted maximal effect; % of control where 0% means no effect
#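 Compounds were pin-transferred onto Tsg101 binding domain (10 uM final) in HEPES pH 7.5 buffer, then FITC-PTAP peptide was added at 50 nM final. After 20 min at RT, polarization reported peptide displacement across a qHTS concentration series.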
# MLL CXXC-DNA inh – MLL CXXC-DNA interaction inhibition; Q03164; MLL-CXXC / FITC-HOXA9 DNA fluorescence polarization; Potency, µM (doses to about 115 µM), for inactives: top-dose activity change, negative = inhibition, usual class: inhibitors; actives 0.037% (n = 290,000); AID 2662; active means well fitted inhibition curve with a large enough effect in the polarisation, with a control signal flat, not every such curve was filed as active; inconclusive means small, poorly fitted or top-dose-only effect, or effect the other way, or a change in a side signal; inactive means no such curve, though single readings can be large or run the other way; the % refers to the polarisation; further: potency means the concentration at half of the fitted maximal effect
#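 Fluorescence polarization: 7 uM MLL-CXXC (stock) preincubated 5 min with compounds, then 50 nM fluorescein-HOX-A9 DNA (stock) added; 30 min ambient. Buffer 50 mM Tris-HCl pH 7.5, 50 mM NaCl, 1 mM DTT, 0.05% BSA.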
# TRPV1 agonist – agonists of human vanilloid receptor 1 (TRPV1); Q8NER1; TRPV1-expressing cells, Fluo-8 calcium influx, agonist mode; actives 0.19% (n = 320,000); activation, % at 8.33 µM; in the data active means activation above about 80%; inconclusive means between about 30% and that limit; further: 0% is about no effect
# Target sequence (Q8NER1 whole entry, looked up): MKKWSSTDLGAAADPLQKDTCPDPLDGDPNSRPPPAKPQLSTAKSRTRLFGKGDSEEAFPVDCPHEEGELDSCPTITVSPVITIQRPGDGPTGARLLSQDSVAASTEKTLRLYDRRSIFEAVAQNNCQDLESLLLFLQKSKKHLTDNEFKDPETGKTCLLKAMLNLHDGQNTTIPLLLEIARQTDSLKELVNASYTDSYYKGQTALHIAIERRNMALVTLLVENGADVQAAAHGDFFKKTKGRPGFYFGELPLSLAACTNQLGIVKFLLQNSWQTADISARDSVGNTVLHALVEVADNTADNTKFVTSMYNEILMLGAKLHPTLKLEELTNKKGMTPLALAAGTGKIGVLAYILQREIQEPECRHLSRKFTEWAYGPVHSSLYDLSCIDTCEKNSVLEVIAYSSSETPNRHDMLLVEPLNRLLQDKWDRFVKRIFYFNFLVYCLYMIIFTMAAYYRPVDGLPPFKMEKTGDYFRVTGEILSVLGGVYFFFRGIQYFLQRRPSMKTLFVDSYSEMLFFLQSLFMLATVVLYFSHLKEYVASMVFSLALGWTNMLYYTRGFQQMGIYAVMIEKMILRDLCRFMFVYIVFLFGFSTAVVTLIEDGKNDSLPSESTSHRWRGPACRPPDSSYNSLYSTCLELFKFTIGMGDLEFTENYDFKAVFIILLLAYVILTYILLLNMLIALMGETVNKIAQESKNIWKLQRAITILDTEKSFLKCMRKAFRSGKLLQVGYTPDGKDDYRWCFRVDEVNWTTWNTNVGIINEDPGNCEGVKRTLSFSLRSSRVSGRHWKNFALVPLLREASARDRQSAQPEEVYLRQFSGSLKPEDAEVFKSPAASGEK
#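 Fluo-8 calcium influx in TRPV1-expressing cells, kinetic read (ex 480/em 520 nm). Compound added and read 3 min for agonist activity, followed by capsaicin at EC20 final and 2 min further read for enhancement.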
# ELG1 repair inh – inhibitors of ELG1-dependent DNA repair in HEK293T cells; HEK293T ELG1-luciferase reporter, luminescence, 16 h; DNA damage induced by 5-fluorouridine; Potency, µM (highest dose often 46.1 µM), without a hit: top-dose activity change, negative = inhibition, actives largely listed as inhibitors; actives 2.3% (n = 330,000); further: potency means the concentration at half of the fitted maximal effect; on the % scale 0 is the no-effect control and ±100 the full control effect; nearly all actives have a fitted effect of over 55% in size
#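 HEK293T cells expressing luciferase-tagged ELG1 (2,000/well) received 5-Fluorouridine plus compound or DMSO for 16 hr at 37 °C. Luciferase was read by ONE-Glo luminescence after 30 min at room temperature.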
# BRCA1 expr up – BRCA1 expression activation; MCF7-BRCA1-FFLuc reporter, luminescence, 48 h; response scale: scaled: vehicle 0%, 10 µM genistein 100%; Potency, µM (doses to about 46.1 µM), without a hit: top-dose activation, actives largely listed as activators; actives 1.1% (n = 380,000); AID 624202; further: potency means the concentration at half of the fitted maximal effect; nearly all actives have a fitted effect of over 80% in size; some results filed as inactive show a strong effect at the top dose
#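 Compounds are tested at multiple concentrations on MCF7 BRCA1-luciferase reporter cells seeded at 2000 per well; after 48 h, a single luminescence end-point is taken and curves fitted to the normalized data.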
# a7 integrin act – integrin-mediated muscular dystrophy alleviation activation; actives 0.064% (n = 350,000); alpha7betagal myoblasts, beta-gal FDG fluorescence, 48 h; Potency, µM (highest dose often 38.3 µM), inactives show at the highest dose activation, actives largely listed as activators;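 further: potency means the concentration at half of the fitted maximal effect; 100% = response of the positive control SU9516; nearly all actives have a fitted effect of over 60% in size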
#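 Alpha7betagal+/- myoblasts (passage 13) were plated 16-24 hr, then exposed to compounds (1:260 dilution of DMSO stock) for 48 hours at 37C. After MPER lysis, β-galactosidase reporter activity was read as FDG fluorescence (ex 480/em 540) after 30 minutes.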
# B2AR arrestin – beta2AR (human) beta-arrestin recruitment activity | AID 492947 | beta-arrestin recruitment to beta2AR, cell-based reporter | actives 0.02% (n = 330,000) | P07550 | Potency, µM (series often up to 46.1 µM), for inactives: at the top dose activation, most hits filed as activators;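 further: potency means the concentration at half of the fitted maximal effect; 0% = DMSO controls and full agonism = EC100 isoproterenol or metaproterenol; nearly all actives have a fitted effect of over 65% in size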
# p53 reactivation – restores transcriptional activity of mutant p53 | H1299 p53-A138V BP100-luciferase reporter, luminescence, 24 h | Potency, µM (top dose mostly 92.2 µM), inactives show at the highest dose activity change, positive = activation, most hits filed as activators | actives 0.063% (n = 320,000) | AID 504706; further: potency means the concentration at half of the fitted maximal effect; % of control where 0% means no effect; nearly all actives have a fitted effect of over 45% in size
#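 H1299 (p53-null), stable ts p53-A138V + BP100-Luc; 1000 cells/well, Opti-MEM/10% FBS; cpd 4 pt, 1:5; 24 h, 37 deg C, 5% CO2; detection reagent 10 min RT; luminescence.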
# TCR activator – T cell receptor activation | Potency, µM (highest dose often 9.22 µM), for the others: at the top dose activation of IL-2 secretion, hits mostly activators | 330,000 tested, under 10 active | primary human leukocytes, anti-CD3, IL-2 HTRF, 48 h | AID 504894; further: % of control where 0% means no effect
#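 48 hr co-incubation of compounds, a-CD3 beads and primary human leukocytes; IL-2 quantified homogeneously by HTRF with anti-IL-2 K and d2 conjugates.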
# Active calls of the source: *; u = inconclusive; x = not tested or not shown; [ ] = dose if it differs, or a comment. Unless noted, the call rests on the fitted dose curve; in most records, active means well fitted curve in the direction sought with a large enough effect; inconclusive means small, poorly fitted or top-dose-only effect, or another doubt; inactive means no such curve, though single readings can be large; an effect the other way counts as inactive or inconclusive.
SMILES,AT treatment,PTAP TSG101 blk,MLL CXXC-DNA inh,TRPV1 agonist,ELG1 repair inh,BRCA1 expr up,a7 integrin act,B2AR arrestin,p53 reactivation,TCR activator
CCCc1cc(=O)oc2cc(C)cc(OCC(=O)NCCCN3CCCC3=O)c12,-6.5%,-6.9%,5.7%,-0.1,u,-13.5%,-28.8%,-0.3%,-2.9%,6.5%
COC(=O)C1Cc2ccccc2CN1C(=O)CCl (stereo not given),3.8%,1.3%,15.4%,0.3,u,-23.0%,-64.0%[inhibitor],-0.6%,-12.1%,x
COCc1cc(C)n(CC(=O)N/N=C/c2ccc(-c3ccc(Cl)c(C(=O)O)c3)o2)c(=O)c1C#N,-8.2%,-4.8%,-6.9%,-2.4,5.1%,-12.0%,3.9%,0.1%,6.2%,-2.4%[46.1 µM]
CC(C)NS(=O)(=O)c1cccc2nsnc12,-8.6%,-6.1%,-10.0%,-2.9,-21.5%,-6.0%,9.0%,3.2%,-6.2%,4.1%
Cc1cc(C)cc(NC(=O)c2ccc(CSc3nnc(C)s3)cc2)c1,10.6%,0.1%,-5.7%,u,u,51.1%,-3.6%,0.0%,4.1%,-0.9%
CCOc1cc(C(=O)N2CCCN(C)CC2)cc(OCC)c1OCC,14.7%,-3.2%,-0.5%,1.4,-3.6%,5.2%,-11.2%,0.6%,u,x
CC(=O)c1ccc(NC(=O)C2CCCN(c3ncnc4c3nc3n4CCCCC3)C2)cc1 (stereo not given),-10.3%,-2.4%,8.9%,u,-26.7%,-4.3%,11.4%,0.3%,-2.8%,4.6%
O=C(NCCN1CCOCC1)c1ccc(Cl)c(S(=O)(=O)N2CCOCC2)c1,23.0%,-1.4%,-1.2%,5.9,-4.9%,-31.6%,u,-0.2%,9.7%,-4.3%
Cc1cccc(NC(=O)CSc2nc(C)nc3c2c(=O)n(C)c(=O)n3C)c1,4.0%,-3.5%,29.4%,-0.7,-9.3%,10.7%,4.9%,0.4%,-1.2%,1.6%
CC1=C(C(=O)OC2CCCCC2)C(c2ccccc2Br)NC(=O)N1 (stereo not given),-3.2%,-2.3%,6.9%,5.0,-18.5%,-16.8%,3.3%,0.5%,2.1%,-1.1%
Cc1cc(C)nc(/N=C2\NC(=O)CC(C(=O)O)N2c2ccc(Oc3ccccc3)cc2)n1 (stereo not given),2.3%,-0.4%,-17.2%,1.0,0.0%,-0.9%,21.6%,-0.7%,-3.5%,2.1%
CC(=O)c1cccc(NC(=O)Nc2ccc3c(c2)OCO3)c1,-19.2%,-3.2%,-10.5%,u,u,11.2µM*,-2.8%,0.0%,25.2%,7.6%
O=C(CSc1ncccn1)Nc1ccccc1,7.6%,-3.8%,3.3%,-0.8,u,0.4%,12.0%[7.66 µM],0.5%,14.3%,x
C/C(N)=C(/C#N)C(=O)COC(=O)[C@@H](NC(=O)c1ccccc1Cl)C(C)C,-4.0%,-0.5%,9.4%,1.0,1.7%,2.7%,-33.4%,0.0%,-1.2%,-0.4%
CCOCC(=O)Nc1nnc(Cc2ccc(OC)c(OC)c2)s1,2.2%,2.2%,5.6%,-1.2,-6.4%,15.5%,-11.0%,-0.1%,12.2%,x
Cc1cc(NC(=O)CC(C)C)c(=O)n(Cc2cccc(F)c2)c1,3.2%,0.0%,-3.4%,7.9,-0.9%,3.7%,0.0%,0.4%,x,10.6%
COCC(C)NS(=O)(=O)c1ccc(C(=O)NCCCn2ccc3ccccc32)cc1 (stereo not given),2.9%,-1.9%,11.0%,14.9,u,-14.1%,-2.1%,-1.0%,0.0%,-6.9%
O=C(OCC(=O)N1CCOCC1)c1cc(F)c(F)cc1Cl,-8.2%,-0.6%,14.5%,1.2,26.7%,24.3%,-25.3%,-0.5%,u,-2.5%
N#Cc1ccccc1OCC(=O)OCC(=O)NCc1ccc2c(c1)OCO2,-5.3%,-0.6%,x,-2.5,13.4%,-0.3%,-8.4%,0.4%,-6.2%,-4.5%
COc1ccccc1NC(=O)CSc1nnnn1-c1ccccc1F,6.1%,-1.8%,5.1%,4.7,-6.7%,-5.1%,-2.3%,0.0%,x,3.6%
COc1cc(NC(=O)c2ccco2)c(OC)cc1NC(=O)CSc1ncc(-c2ccc(F)cc2)[nH]1,3.0%,-3.1%,13.6%,-0.5,u,-8.2%,-19.5%,0.4%,-1.3%,2.9%
C/C(=N/NC(=O)CNC(=O)CCc1ccccc1)c1ccc(Cl)c(Cl)c1,-3.5%,-4.0%,-2.6%,-0.3,0.0%,15.1%,-11.3%,-0.4%,0.8%,-1.8%
CC1=C(N2CCCCC2)CCC1=O,x,-3.4%,x,x,x,6.4%,7.6%,x,x,-5.8%
CN(C)c1cccc(C(=O)OCCCC(=O)c2ccc(F)cc2)c1,7.4%,-0.6%,x,22.3,u,6.5%,0.0%,0.0%,15.5%,-18.8%
Cc1ccc(C(=O)Oc2cc(C)n(C)c(=O)c2)cc1,13.0%,-2.3%,194.9%[activator],2.6,u,-22.3%,-13.6%,4.1%,7.4%,-6.4%

# Some entries already given, reduced to B2AR arrestin and p53 reactivation.
Structure	B2AR arrestin	p53 reactivation
CCOCC(=O)Nc1nnc(Cc2ccc(OC)c(OC)c2)s1	-0.1%	12.2%
CC(=O)c1cccc(NC(=O)Nc2ccc3c(c2)OCO3)c1	0.0%	25.2%

# (list continues)
SMILES,AT treatment,PTAP TSG101 blk,MLL CXXC-DNA inh,TRPV1 agonist,ELG1 repair inh,BRCA1 expr up,a7 integrin act,B2AR arrestin,p53 reactivation,TCR activator
Cc1ccccc1Cn1cc(C)c(=O)[nH]c1=O,0.8%,-8.8%,1.6%,-3.7,1.4%,-16.6%,23.5%,-0.2%,-9.2%,1.6%
O=[N+]([O-])c1ccc(C[n+]2cccc(O)c2)cc1,28.4%,-0.9%,x,-3.0,-1.5%,-9.1%,-4.0%,0.0%,-13.0%,-2.6%
COc1ccc(NC(=O)c2ccc(-n3nc(C)cc3C)cc2)cc1OC,-2.3%,-2.4%,-3.8%,20.2,u,u,18.1%,0.0%,4.6%,-4.7%
Cc1ccc(C(=O)NC(=S)Nc2ccccc2N2CCCC2)cc1[N+](=O)[O-],-11.2%,-0.5%,-13.0%,8.3,-13.2%,-70.1%,13.0%,-0.7%,-5.4%,4.6%[46.1 µM]
Cn1cnnc1SCC(=O)N(Cc1ccc2c(c1)OCO2)C1(C(=O)NC2CCCCC2)CCCC1,15.1%,-2.8%,-6.1%,6.2,8.7%,8.7%,12.6%[7.66 µM],-0.1%,8.8%,-2.5%
N#CC(C#N)=Cc1cc2ccccc2nc1N1CCCCC1,x,-0.9%,-3.5%,-1.6,0.1%,2.3%,1.3%,9.8%,-24.0%,-6.2%[46.1 µM]
CCN(CC)S(=O)(=O)c1cccc(N=Nc2sc(N)nc2C)c1,-27.3%,-7.2%,7.3%,18.8,12.1%,-28.3%,-19.3%,0.1%,-3.2%,5.6%
CCC(C)N1CCN(C(=O)c2cc(OC)cc(OC)c2)CC1 (stereo not given),-9.6%,-6.5%,-18.7%,-0.4,12.5%,-1.7%,-13.4%,-0.3%,-7.1%,-5.3%
Cc1ccc(-c2nc(COC(=O)C3=NN(c4ccccc4)C(=O)CC3)cs2)cc1,11.7%,-1.2%,x,0.8,u,43.1%,17.3%,-0.4%,u,0.9%
Nc1nc(NC(=O)c2cccnc2)nn1-c1ccccc1,-1.9%,-4.3%,12.0%,2.6,7.6%,56.1%,-8.1%,0.0%,11.3%,3.5%
Cn1c2ccc(F)cc2c2ncn(Cc3ccco3)c(=O)c21,6.2%,-7.7%,3.3%,-0.8,u,0.3%,-28.9%,-0.2%,-5.0%,-2.7%
CCOC(=O)N1CCC(NC(=O)Cn2cc3c(n2)CCC(C)C3)CC1 (stereo not given),5.5%,-1.9%,-8.1%,2.3,-2.0%,3.8%,-12.7%,0.0%,1.3%,1.6%[46.1 µM]
COc1ccc(C2CC(c3ccc4ccccc4c3)=NN2C(=O)CNC2CCCCC2)cc1 (stereo not given),-3.6%,-2.5%,1.5%,27.2,-9.4%,-73.4%,-69.2%[inhibitor],0.1%,7.7%,-6.9%
Nc1c(C2=NCCO2)nnn1Cc1ccccc1,-5.9%,-7.2%,2.6%,-0.1,5.7%,3.9%,7.0%,-0.1%,-5.0%,-3.1%
Cc1ccc(-n2c(C)cc(C(=O)COC(=O)C3=NNC(=O)CC3)c2C)cc1,-8.1%,-0.6%,9.5%,u,17.5%,-20.7%,-6.2%,-0.2%,-3.8%,-1.6%
Cc1ccc(S(=O)(=O)N2CCC(C(=O)Nc3ccccc3N3CCCC3)CC2)cc1,1.1%,0.9%,x,21.5,u,-18.2%,4.0%,-0.5%,-2.3%,-6.0%
COc1ccccc1NS(=O)(=O)c1cccc(C(=O)NCC(c2ccco2)N2CCCC2)c1 (stereo not given),-3.5%,0.0%,x,-1.0,-1.5%,-8.0%,0.0%,0.2%,u,1.2%

# Screening data as filed in PubChem.
